KLF5 inh – kruppel-like factor 5 inhibition; inhibition, % at 5 µM; DLD-1 KLF5 promoter-luciferase reporter, luminescence; hit rate 0.23% among 290,000; AID 1700;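 active means inhibition above a per-plate limit of that plate's mean compound inhibition plus 3 SD, cut at about 60% in these data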;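 further: 0% = DMSO wells and 100% = LY294002 at 200 µM; higher means less KLF5 promoter-driven luciferase light; inactives centre near -14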
HSF1 inhib – HSF1 inhibition. AID 2098. activity change, negative = inhibition, % at 7.5 µM (by protocol). NIH3T3-HGL HSE-luciferase, MG132-induced, luminescence 8 h; hits give low values. hit rate 0.77% among 300,000;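 active means more than half of replicate wells show activity change below -50%, luminescence cut by over half; inconclusive means some wells, but at most half, below -50%; inactive means no replicate well below -50%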;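 further: luciferase reports HSF-1 transcriptional activity via heat shock element; 0% = median of DMSO wells and -100% = zero luminescence signal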
Platelet DG rel – platelet dense granule release activity. human platelet-rich plasma, SFLLRN dense granule ATP release, luminescence. inhibition, %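 (compounds screened at 7.5 µM in platelet-rich plasma)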. hit rate 0.22% among 300,000;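 active means mean replicate score, as percent of positive control, at or above 50; inconclusive means mean below 50 but at least one replicate at or above 50; inactive means mean and every replicate below 50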
HSP90 refold inh – blocks HSP90-mediated luciferase refolding in reticulocyte lysate | Rabbit reticulocyte lysate, luciferase refolding luminescence, 3 h | inhibition, % at 5.6 µM | hit rate 0.91% among 290,000;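 active means inhibition above the screen-wide mean plus 3 SD, computed separately per campaign, cut at about 16% in these data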;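 further: 0% = DMSO wells and 100% = 60 µM geldanamycin wells; inhibitors lower the luminescence because luciferase stays unfolded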
SKKanGAS inh – SKKanGAS growth inhibition. S. pyogenes SKKanGAS, kanamycin growth, BacTiter-Glo, 6 h. inhibition, % at 7.5 µM. hit rate 1.3% among 300,000. AID 1662;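 active means mean replicate score, as percent of positive control median, at least 50; inconclusive means mean below 50 but one replicate at or above 50; inactive means mean and every replicate below 50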;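 further: strain carries kanamycin resistance gene driven by streptokinase promoter and grows in 40 µg/ml kanamycin; loss of luminescence reflects streptokinase promoter inhibition or plain growth inhibition; 0% = median of DMSO wells and 100% = positive control at its reference dose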
HIF act – HIF pathway transcriptional activation. U2OS HRE-luciferase reporter, luminescence; normalized: DMSO 0%, desferrioxamine 100%. activation, % at 7.5 µM (by protocol). hit rate 0.32% among 300,000. AID 1910;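 active means mean activation of at least 10% of the iron chelator positive control signal, with at least half of replicates also reaching 10%; inconclusive means mean and replicate majority disagree about reaching 10%; inactive means mean and most replicates under 10%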
aSyn UTR inh – 5' untranslated region of α-synuclein, MLPCN primary screen | alpha-synuclein 5'UTR reporter, inhibitor activity | inhibition, % (tested at 7.5 µM) | hit rate 0.82% among 300,000; in the data active means inhibition above about 60%; inconclusive means no clear call, values can overlap the other calls;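 further: H4 neuroglioblastoma cells stably carrying SNCA 5'UTR luciferase fusion; 0% = DMSO wells and 100% = positive control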
IEC-6 tox – IEC-6 cytotoxicity, counter-screen for KLF5 inhibitors. luminescence viability. inhibition, % at 5 µM. hit rate 0.78% among 290,000. AID 1825; in the data active means inhibition above about 22%;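 further: 0% = plate median of test compound wells and 100% = cytotoxic reference compound wells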
AI-2 QS modul – modulators of Vibrio harveyi AI-2 quorum sensing system. activity change, % at 7.5 µM. AID 2094. Vibrio harveyi JMH597 AI-2 luminescence/OD600 ratio, 9 h; hits give low values; strain lacks LuxN and CqsS sensors; 0 = neutral-control median. hit rate 0.4% among 300,000; in the data active means activity change below about -75%, passing the limit was not always enough; inconclusive means no clear call, values can overlap the other calls;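 further: luminescence divided by OD600 gain over 9 h not by final OD600 alone; inactives centre near 13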
HSF-1 act – increases HSF-1 driven luciferase reporter signal. NIH3T3-HGL HSF-1 luciferase reporter, MG132, 8 h; 100% = twice DMSO control signal. hit rate 1.7% among 300,000. activation, % at 9 µM;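 active means mean replicate activation of at least 50% with a set share of replicates each reaching 50%; inconclusive means only one of those two conditions met; inactive means mean below 50% and too few replicates reaching it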;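 further: 0% = median of the neutral control wells and 100% = twice that signal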
The depositor's hits bear a star; ? = inconclusive; · = not tested or not shown.

SMILES,HIF act,KLF5 inh,HSF1 inhib,Platelet DG rel,HSP90 refold inh,HSF-1 act,aSyn UTR inh,SKKanGAS inh,IEC-6 tox,AI-2 QS modul
COc1ccc(-n2cnc3cc(N)ccc32)cc1,0.5,-59,17,-10,-1,30,-75,3,-4,1
COc1ccc(C(=O)Oc2cc(C(=S)N3CCOCC3)ccc2OC)cc1,-2.0,-27,-9,-1,5,-2,-2,4,-8,8
CCn1ncc(CNC(=O)CCSc2nc(-c3ccco3)cc(C(F)(F)F)n2)c1C,-0.1,0,-2,3,-1,17,-8,-1,-2,26
COc1ccc([N+](=O)[O-])cc1NC(=O)C(C)OC(=O)Cn1[nH]c(=O)c2ccccc2c1=O (stereo not given),0.3,·,1,-11,·,22,3,2,·,2
Cc1ccc(NC(=O)CN(C)S(=O)(=O)c2cccc3cccnc23)c(C)c1,0.3,-14,4,4,-6,-13,19,4,0,-2
CCN1C(=O)/C(=C\c2ccc(-c3ccc([N+](=O)[O-])cc3OC)o2)SC1=Nc1cccc(C(=O)O)c1,-0.4,-10,1,1,0,3,-2,56*,-1,51
O=C1CCC(=O)N1c1ccc(-c2nc3ccccc3s2)cc1,1.2,-83,-72*,35,46*,-72,-120,6,-2,14
CCC(C(=O)N1CCOCC1)n1c(C(=O)OC)cc2occc21 (stereo not given),-0.5,7,1,14,0,-9,-5,-6,2,6
CC1(C)[C@@H](O)CC[C@]2(C)[C@H]3C(=O)C=C4[C@@H]5C[C@@](C)(C(=O)O)CC[C@]5(C)CC[C@@]4(C)[C@]3(C)CC[C@@H]12,0.0,-11,-8,0,1,4,-18,15,4,19
CCOc1ccccc1NC(=O)CSc1nc(N)c(C#N)cc1C#N,-0.1,-14,4,-35,3,4,-1,9,-4,16
CCCc1nnc(NC(=O)CCC(=O)N2CCN(C3CCCC3)CC2)s1,-0.1,-5,-4,-9,0,-6,-8,-1,0,18
O=C(NCc1nc2ccccc2[nH]1)C1=C[C@H](c2coc3ccccc3c2=O)C[C@H](OCc2ccc(CO)cc2)O1,-0.3,·,10,-3,·,-6,20,15,·,37
O=S(=O)(c1ccc(F)c(F)c1F)N1CCN(C(=S)NC2CC3CCC2C3)CC1 (stereo not given),-1.0,10,12,-21,3,26,-24,-5,-3,7
COc1ccc(/C=C(/CC(=O)NCc2ccc(Cl)cc2)c2nc3ccccc3s2)cc1,0.7,-10,1,-36,1,3,19,1,-2,-1
COc1ccc(-c2ccc(C)cc2)cc1[C@H]1[C@H]2C=CC[C@@H](C)[C@@H]2C(=O)N1Cc1ccccc1,0.0,·,-10,-6,·,6,18,26,·,16
C1=Nc2c(NCc3ccccc3)ncnc2Oc2ccccc21,-0.2,-40,4,-3,3,-6,37,13,26*,9
CCn1c(C)c(C)c2cc(C(=O)NCCCN3CCCCC3)ccc21,-0.4,-35,0,-9,2,-7,-1,-5,-2,3
COc1ccc(CCNC(=O)C2(C)CCC(=O)N2Cc2ccc(C)cc2)cc1OC (stereo not given),-0.2,-12,-2,2,-7,-2,12,-2,-5,16
Cc1cc(C)c(C)c(OCc2nc(-c3cccnc3)no2)c1,0.2,19,5,-3,-1,-19,8,8,2,12
Cc1ccc(C)c(S(=O)(=O)NC(CC(C)C)C(=O)O)c1 (stereo not given),0.2,-17,-3,1,0,-5,5,-6,-2,12
C[C@@H]1CC[C@]2(O[C@H](CCO)C[C@@H](O)[C@@H]2O)O1,0.1,·,-4,1,·,-3,-8,2,·,19
CCSC1=C(C#N)C(c2ccc3c(c2)OCO3)C2=C(CCCC2=O)N1 (stereo not given),-0.3,-1,6,-5,-5,9,13,-1,8,4
CCC(c1nnnn1C(C)(C)CC)N(CCN1CCOCC1)Cc1cc2cc(C)ccc2[nH]c1=O (stereo not given),0.6,8,-7,12,4,-10,0,-6,-1,14
Cc1cccc(CNC(=O)CCCn2nc(C)c3c(C)n(-c4ccccc4)nc3c2=O)c1,-0.4,6,2,-2,0,2,15,-5,17,25
O=C(CN1C(=O)C2C3C=CC(C3)C2C1=O)Nc1nc2ccccc2[nH]1 (stereo not given),0.8,0,-4,13,4,-1,-24,3,-1,5
Cc1ccc(CS(=O)(=O)CCC(=O)NC2CC2)cc1,0.0,-13,-5,-8,1,-16,12,-2,-5,7
OC12CC3C[C@H](C1)C(N1CCOCC1)[C@@H](C3)C2 (stereo not given in full),0.6,-18,-7,10,0,2,0,-1,-2,13
COc1nc(Nc2ccc([N+](=O)[O-])cc2)nc(NC(C)C)n1,0.1,-33,-1,-9,3,9,29,2,4,1
CCN(CC)CCCn1c2c(c(SCC(=O)Nc3cccc(C)c3C)nc1=O)CCC2,1.6,·,-8,-5,·,-1,-17,-3,·,20
COc1ccccc1C1(CCN=Cc2ccc(N(C)C)cc2)CCOC(C)(C)C1 (stereo not given),0.0,-9,-5,3,-2,3,22,-7,5,18

Results in Platelet DG rel, KLF5 inh and HSF-1 act, for some of the entries so far:
molecule,Platelet DG rel,KLF5 inh,HSF-1 act
COc1ccc(-n2cnc3cc(N)ccc32)cc1,-10,-59,30
COc1ccc(C(=O)Oc2cc(C(=S)N3CCOCC3)ccc2OC)cc1,-1,-27,-2
CCn1ncc(CNC(=O)CCSc2nc(-c3ccco3)cc(C(F)(F)F)n2)c1C,3,0,17
COc1ccc([N+](=O)[O-])cc1NC(=O)C(C)OC(=O)Cn1[nH]c(=O)c2ccccc2c1=O (stereo not given),-11,·,22
Cc1ccc(NC(=O)CN(C)S(=O)(=O)c2cccc3cccnc23)c(C)c1,4,-14,-13

Continued.
SMILES,HIF act,KLF5 inh,HSF1 inhib,Platelet DG rel,HSP90 refold inh,HSF-1 act,aSyn UTR inh,SKKanGAS inh,IEC-6 tox,AI-2 QS modul
CCOC(=O)c1nn(-c2ccc(F)cc2)cc1O,2.4,-31,-6,2,-1,3,-47,5,-2,5
C/C(=N\NC(=O)c1ccc(Br)cc1)c1ccccc1,0.6,-29,4,16,0,9,-158,5,-3,5
CCOc1cccc2cc(-c3nnc(NCc4ccc5c(c4)OCO5)s3)c(=O)oc12,-0.6,-5,2,-5,-1,6,54,9,-3,23
COc1ccccc1N1CCN(C2CCCN(C(=O)CCC(C)=O)C2)CC1 (stereo not given),0.2,-48,-1,4,6,6,4,-3,3,-5
Cc1ccc(NC(=O)Cc2noc3ccccc23)cc1,1.1,-180,9,-2,-1,24,-173,-1,-4,-37
Cc1ccc(N)cc1NC(=O)CN1CCOCC1,0.6,-14,-4,-2,3,4,14,-2,-1,-1
CN(C)S(=O)(=O)c1cccc(NC(=O)Cn2cc(C(F)(F)F)cc(Cl)c2=O)c1,0.7,-31,12,2,-4,14,7,-21,1,2
COc1ccc(NC(=O)CC(Cc2ccccc2)C(=O)O)cc1 (stereo not given),-0.4,-40,-2,1,3,-6,-3,-3,3,31
Cn1ncc2c(=O)n(/N=C/c3ccccc3)cnc21,-0.3,-14,2,-5,1,5,-16,-17,0,2
O=C(COC(=O)[C@@H]1CCCN1S(=O)(=O)c1ccccc1F)Nc1ccc(OC(F)F)cc1,0.1,-27,-2,4,1,2,13,-4,6,32
O=C(NCc1ccccc1C(F)(F)F)C1CCC(=O)N(CCCc2ccccc2)C1 (stereo not given),0.2,-34,0,8,-5,6,15,13,-1,14
COc1ccc(/C(O)=C2\C(=O)C(=O)N(CCN(C)C)C2c2cc(OC)c(OC)c(OC)c2)c(C)c1 (stereo not given),-0.6,1,3,0,-1,7,11,-3,2,5
C#CCOCCOCCOCCNc1nc(N2CCN(C(=O)[C@H](CCC(=O)O)n3cc(C(N)[C@H](C)CC)nn3)CC2)nc(N2CCN(C(=O)[C@H](CCC(=O)O)n3cc(C(N)[C@H](C)CC)nn3)CC2)n1 (stereo not given in full),1.4,-1,-5,1,9,2,11,-2,-4,13
COCCCn1c(=O)c2ccccc2n(Cc2ccc(C)cc2)c1=O,0.4,-34,4,-11,1,2,19,11,-4,2
N#Cc1ccc(CSc2nnc(NC(=O)CN3C(=O)C4CC=CCC4C3=O)s2)cc1 (stereo not given),-47,-10,7,-11,1,9,-11,23,2,?
O=C(NCc1ccco1)c1ccc(COc2cc(Cl)ccc2Cl)cc1,1.6,-65,31,-16,-4,76*,-95,-13,-4,37
O=C(O)C1C2C=CC(O2)C1C(=O)Nc1ccc2c(c1)OCCO2 (stereo not given),-0.4,-18,-74*,5,10,-77,1,-1,7,4
COc1cc(S(=O)(=O)N(Cc2ccccc2)Cc2ccccn2)ccc1-n1cnnn1,-0.6,-16,2,4,1,19,13,-3,2,4
COCCCNC(=S)Nc1cccc2ncccc12,0.1,-38,5,3,0,2,0,-6,4,23
CCN(Cc1ccc(OC)c(F)c1)C(=O)c1oc2ccccc2c1COC,0.7,-16,-1,-2,3,-2,16,8,2,14
O=C(Cn1ncc2c3ccccc3n(Cc3ccccc3)c2c1=O)NCCN1CCOCC1,0.1,-24,5,-5,0,10,-9,3,-5,20
COc1ccc2[nH]c(=O)c(CN(Cc3ccccc3)Cc3nnnn3CC3CCCO3)cc2c1 (stereo not given),1.4,-6,6,1,-4,24,-9,12,5,2
Cc1cccc(NC(=O)Cn2cnc3c(oc4ccccc43)c2=O)c1,0.3,22,2,1,-3,8,-9,4,-4,17

Rewritten field by field: part of the list above.
> O=C(COC(=O)[C@@H]1CCCN1S(=O)(=O)c1ccccc1F)Nc1ccc(OC(F)F)cc1
- HIF act: 0.1
- KLF5 inh: -27
- HSF1 inhib: -2
- Platelet DG rel: 4
- HSP90 refold inh: 1
- HSF-1 act: 2
- aSyn UTR inh: 13
- SKKanGAS inh: -4
- IEC-6 tox: 6
- AI-2 QS modul: 32
> CCOc1cccc2cc(-c3nnc(NCc4ccc5c(c4)OCO5)s3)c(=O)oc12
- HIF act: -0.6
- KLF5 inh: -5
- HSF1 inhib: 2
- Platelet DG rel: -5
- HSP90 refold inh: -1
- HSF-1 act: 6
- aSyn UTR inh: 54
- SKKanGAS inh: 9
- IEC-6 tox: -3
- AI-2 QS modul: 23

Three entries out of the list above, sorted by the number in Platelet DG rel, smallest number first:
Structure	Platelet DG rel
COc1ccc(/C(O)=C2\C(=O)C(=O)N(CCN(C)C)C2c2cc(OC)c(OC)c(OC)c2)c(C)c1 (stereo not given)	0
Cc1cccc(NC(=O)Cn2cnc3c(oc4ccccc43)c2=O)c1	1
CCC(C(=O)N1CCOCC1)n1c(C(=O)OC)cc2occc21 (stereo not given)	14

Screening data from PubChem BioAssay.

This is a random part of the collection; overall some 6% were active at least once.
